Rab7 wt modul: modulators of GTP binding to dog Rab7 wildtype GTPase; hit rate 0.055% among 190,000; GST-Rab7 beads, fluorescent GTP binding, flow cytometry; actives lie on both sides; untreated = 100%, excess cold GTP = 0%; GTP binding activity (percent of control), % at 10 µM;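 active = fluorescent GTP binding to Rab7 beads changed by at least 20 points from the 100% baseline, either direction, mostly lower; inconclusive = compound itself probably fluorescent, or too few beads counted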;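 note: median green fluorescence of bound Bodipy-FL-GTP per Rab7 bead population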
HRas wt GTP bind: human HRas wildtype GTP binding, change in either direction | AID 759 | GTP binding activity, % at 10 µM | P01112 | hit rate 0.14% among 190,000 | GST-Ras wt beads, Bodipy-FL-GTP binding, flow cytometry; actives lie on both sides;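 active = GTP binding activity at least 20% away from the 100% baseline, either lowered as inhibitor or raised as activator; inconclusive = flagged as likely green fluorescent, judged across all proteins in the well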;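 note: 0% = unlabeled GTP competition control and 100% = no-compound control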
Cdc42 wt GTP: changes GTP binding to wildtype human Cdc42; AID 761; hit rate 0.2% among 190,000; percent activity (GTP binding), % at 10 µM; GST-Cdc42 beads, Bodipy-GTP binding, flow cytometry; actives lie on both sides;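 active = percent activity GTP binding at least 20 points away from the 100% baseline, either down as inhibitor or up as activator; inconclusive = compound flagged as likely green fluorescent from well-wide comparison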;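 note: median bead fluorescence of bound Bodipy-FL-GTP at 100 nM; 0% = excess unlabeled GTP control and 100% = no compound control; below 100% means less GTP binding so inhibitor and above means activator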
Rac1 wt modul: modulators of human Rac1 wildtype GTP binding; GST-Rac1 beads, fluorescent GTP binding, flow cytometry; actives lie on both sides; 0 = cold GTP competed, 100 = untreated; GTP binding activity (% of control), % at 10 µM; hit rate 0.27% among 190,000;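 active = GTP binding activity at least 20 points away from the 100% control level, either lower or higher; inconclusive = compound flagged as likely green fluorescent, judged across all proteins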
Rac1 mut GTP: modulators of GTP binding to human Rac1 activated mutant; hit rate 0.11% among 190,000; AID 764; GST-Rac1 activated beads, fluorescent GTP binding, flow cytometry; actives lie on both sides; 100% means binding = to untreated wells; percent activity (GTP binding), % at 10 µM;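 active = GTP binding at least 20 percentage points away from the 100% baseline, in either direction, so actives lie on both sides; inconclusive = Compound likely fluorescent itself, or too few beads counted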
Pf gametocyte: inhibitors of late stage P. falciparum gametocyte viability. P. falciparum stage V gametocytes, ATP luminescence, 24 h. inhibition, % at 10.9 µM. hit rate 0.065% among 150,000;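 active = inhibition above the mean plus 3 SD of compounds within the control limits, set per campaign, cut at about 38% in these data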;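 note: 0% = DMSO wells and 100% = medium only without gametocytes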
Avidin fluor: compound fluoresces at 488/530 nm on avidin beads | fluorescence (KMESF) at 10 µM | hit rate 0.38% among 220,000 | compound fluorescence 488/530 nm, flow cytometry; stronger effect = higher value; in the data active = fluorescence above about 47; note: inactives centre near 10
ABCG2 inh: blocks JC-1 efflux by human ABCG2 transporter; Q9UNQ0; IgMXP3 cells, flow cytometry; hit rate 0.1% among 190,000; AID 1325; inhibition, % at 6.6 µM;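 active = inhibition above 80%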;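 note: 0% = DMSO and 100% = nicardipine control wells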
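Test system: IgMXP3 cells (ABCG2) mixed with DDAO far-red-labelled CCRF-Adr cells (ABCB1). Reagent: JC-1 transporter substrate. Compound dosing: single test compound dose, 6.6 µM final. Times: 10 min compound exposure, 25 °C. Detection: flow cytometry of retained JC-1 fluorescence. Read-out basis: efflux inhibition in percent versus controls. Controls: nicardipine and DMSO wells.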
Rab2 wt GTP: changes GTP binding to wildtype dog Rab2A, up or down; GST-Rab2 wt beads, Bodipy-GTP binding, flow cytometry; hit rate 0.19% among 190,000; AID 760; P61105; GTP binding activity, % at 10 µM;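 active = GTP binding activity at least 20 points away from 100%, either lowered or raised; inconclusive = signal likely due to the compound's own green fluorescence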;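 note: 0% = beads with excess unlabeled GTP and 100% = no-compound control corrected for plate trend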
Mcl1 Noxa PPI: disrupts binding of human Mcl-1 to Noxa peptide | TR-FRET Mcl-1/Noxa peptide binding, 2 h | inhibition, % at 21.7 µM | hit rate 1.5% among 220,000 | AID 1022;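 active = compounds that cut the protein-peptide binding signal by more than 50% relative to plate controls in a single-dose test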;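 note: His-tagged Mcl-1 with rhodamine Noxa BH3 peptide and terbium anti-His antibody; 0% = Mcl-1 plus Noxa peptide wells and 100% = peptide-only wells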
ABCB1 inh: inhibitors of human ABCB1 transporter, ABCG2 counter-screen; hit rate 0.067% among 190,000; inhibition, % at 6.6 µM; CCRF-Adr cells, JC-1 efflux, flow cytometry; P08183; in the data active = inhibition above about 40%;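 note: 0% = vehicle and 100% = reference inhibitor; higher value means more JC-1 retained so stronger ABCB1 efflux block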
Target sequence (P08183 whole entry, looked up): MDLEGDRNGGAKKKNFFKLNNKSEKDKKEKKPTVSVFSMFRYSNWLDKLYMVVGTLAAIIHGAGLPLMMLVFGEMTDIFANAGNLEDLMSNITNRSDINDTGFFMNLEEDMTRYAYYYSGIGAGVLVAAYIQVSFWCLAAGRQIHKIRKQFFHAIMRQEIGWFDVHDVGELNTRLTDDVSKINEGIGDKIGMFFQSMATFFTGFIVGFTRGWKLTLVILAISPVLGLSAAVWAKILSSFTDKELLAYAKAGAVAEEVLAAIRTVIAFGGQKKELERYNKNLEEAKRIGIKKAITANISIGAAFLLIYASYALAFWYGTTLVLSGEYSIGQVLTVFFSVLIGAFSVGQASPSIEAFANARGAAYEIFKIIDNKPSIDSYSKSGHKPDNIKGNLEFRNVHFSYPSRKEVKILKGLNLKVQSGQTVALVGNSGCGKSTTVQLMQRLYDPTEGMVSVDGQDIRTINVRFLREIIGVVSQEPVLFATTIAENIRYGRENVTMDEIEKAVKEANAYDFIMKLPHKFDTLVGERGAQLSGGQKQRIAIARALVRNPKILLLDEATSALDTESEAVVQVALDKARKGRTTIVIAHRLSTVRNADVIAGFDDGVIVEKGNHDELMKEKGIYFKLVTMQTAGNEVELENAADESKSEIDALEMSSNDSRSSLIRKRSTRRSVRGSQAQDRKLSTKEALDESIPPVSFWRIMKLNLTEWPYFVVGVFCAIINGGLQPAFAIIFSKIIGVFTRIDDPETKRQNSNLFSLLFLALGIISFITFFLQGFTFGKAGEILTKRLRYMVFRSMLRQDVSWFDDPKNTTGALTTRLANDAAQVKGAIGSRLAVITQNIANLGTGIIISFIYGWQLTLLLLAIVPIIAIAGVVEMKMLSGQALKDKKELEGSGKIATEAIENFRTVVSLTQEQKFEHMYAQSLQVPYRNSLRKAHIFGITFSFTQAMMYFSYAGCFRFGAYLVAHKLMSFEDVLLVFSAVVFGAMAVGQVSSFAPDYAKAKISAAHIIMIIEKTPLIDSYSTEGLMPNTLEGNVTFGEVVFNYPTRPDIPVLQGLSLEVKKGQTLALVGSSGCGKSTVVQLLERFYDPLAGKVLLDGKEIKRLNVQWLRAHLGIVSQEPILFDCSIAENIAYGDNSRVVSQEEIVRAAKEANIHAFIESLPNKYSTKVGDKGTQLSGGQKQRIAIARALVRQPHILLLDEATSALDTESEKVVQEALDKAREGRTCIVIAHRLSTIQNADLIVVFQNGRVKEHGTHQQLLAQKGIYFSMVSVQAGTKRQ
* marks the source's active call; other numbers are inactive results; ? = inconclusive; . = no result given.

SMILES	Rab7 wt modul	HRas wt GTP bind	Cdc42 wt GTP	Rac1 wt modul	Rac1 mut GTP	Pf gametocyte	Avidin fluor	ABCG2 inh	Rab2 wt GTP	Mcl1 Noxa PPI	ABCB1 inh
CCOCc1nnc(NC(=O)CSc2ccccc2)s1	100	100	99	106	101	.	9	2	98	6	0.1
Cc1cc(NC(=O)CCC(=O)N(C2CC2)C2(C(=O)NC3CCCC3)CCC(C)CC2)no1 (stereo not given)	100	102	103	106	99	.	8	3	100	-2	0.8
CCOC(=O)N1CCN(C(=O)c2ccc3c(=O)n(CCC4=CCCCC4)c(=O)[nH]c3c2)CC1	93	95	96	96	94	.	16	12	95	13	2.0
Cc1cccc(NC(=O)c2ccccc2C(=O)O)c1	96	95	96	95	96	0	9	2	93	21	0.3
CCOC(=O)C1=C(C)NC2=C(C(=O)CCC2)C1c1ccc(N(C)C)cc1 (stereo not given)	97	92	89	89	96	.	20	4	100	0	1.2
COc1ccccc1N1CCN(S(=O)(=O)c2cccc(F)c2)CC1	?	?	?	?	?	-15	10	1	?	11	0.4
CC(C)(C)c1ccc(OCC(=O)N2CCN(C=O)CC2)cc1	94	99	101	97	94	.	14	4	98	2	0.6
Fc1ccc(OCCCCCCN2CCCC2)cc1	106	103	103	103	99	20	11	-2	103	4	0.9
CCCN(C#N)c1nc(NCC)nc(NC(C)C)n1	97	99	102	103	95	-20	12	4	98	6	-1.1
COc1cc(/C=C/C(=O)O)cc(S(=O)(=O)N(C)CCO)c1OC	99	104	102	101	102	7	10	0	105	14	0.0
Cc1cc(/C=N\O)c(C)n1-c1ccncc1	98	98	98	100	97	.	8	0	100	.	-0.1
CSc1ccccc1NC(=O)CN(C)S(=O)(=O)c1ccc(F)cc1	99	99	101	105	98	-28	9	-6	98	16	-2.2
COc1ccc(Cl)cc1N1C(=N)SCC1=O	96	95	98	95	95	-5	11	2	97	-8	0.5
CC(C)(C)NC(=O)CSc1nnc(SCC(=O)NC(C)(C)C)s1	107	102	99	100	97	.	10	17	104	22	1.1
Cc1ccc(-c2nnc(OCc3cccnc3)c3ccccc23)cc1	99	97	95	101	95	26	11	11	95	12	2.5
CCC(C)c1ccc(NC(=O)COC(=O)C2=COCCO2)cc1 (stereo not given)	103	100	100	101	99	.	4	2	100	3	0.4
Nc1nc2n(n1)C(c1cccs1)CC(c1ccc(Br)cc1)N2 (stereo not given)	93	95	96	92	95	-19	7	13	94	-11	0.4
O=C(CSc1nc2nc(-c3cccs3)cc(C(F)(F)F)c2c(=O)[nH]1)Nc1ccc(F)c(F)c1	95	89	86	86	86	-6	16	-1	89	-3	-0.8
COc1ccc(CNC(=O)Nc2ccc(C)c(C)c2)cc1	95	95	98	95	95	11	5	15	96	12	3.9
O=C(CCS(=O)(=O)c1ccc(Br)s1)Nc1ccccc1Br	95	95	97	96	98	24	25	0	94	1	-0.1
O=C(CNS(=O)(=O)c1ccccc1)OCC(=O)c1ccc([N+](=O)[O-])cc1	101	103	103	103	102	17	3	0	100	0	-0.1
O=C(CSc1ncn[nH]1)NCCc1ccccc1	100	100	98	100	98	.	12	1	102	7	0.3
CCn1nc(C(=O)Nc2cccc3ccccc23)c(Cl)c1Cl	96	99	100	97	98	.	9	3	100	27	0.6
CN/C(=C/[N+](=O)[O-])NCCSCc1ccc(CN(C)C)o1	99	102	110	106	100	.	7	1	102	27	0.4
Cc1cc(NC(=O)COC(=O)c2oc3c(ccc4ccccc43)c2C)no1	108	105	104	104	102	.	4	2	103	-30	0.2
CCOC(=O)c1sc(C)c2c(=O)n(CCCN3CCOCC3)cnc12	102	99	100	101	99	.	6	1	98	3	0.3
NC(=O)CSc1nnc(SCc2ccc(F)cc2)s1	94	96	98	98	97	-20	9	17	96	-10	2.5
CCn1c(CSc2nc(C)cc(C)n2)nnc1SCC(=O)N1CCCc2ccccc21	97	99	99	98	96	-15	8	4	97	4	0.8
Cc1nnc(SCC(=O)Nc2cc(C(C)(C)C)nn2-c2ccccc2)s1	99	103	103	107	100	.	11	29	100	9	0.9
COc1ccc(NC(=O)CCNC(=O)Cn2ccc3ccccc3c2=O)c(OC)c1	100	99	96	98	92	-28	13	1	96	-6	0.6
Cn1c(=O)c2c(nc(-c3ccccc3)n2C)n(Cc2ccccc2)c1=O	96	101	99	102	100	.	16	8	97	25	1.2
CCn1c(SCC(=O)c2ccc(OC)cc2)nnc1C1CC1	94	96	98	99	96	.	12	0	95	3	0.1
Cc1cc2ccccc2n1CCC(=O)O	95	96	97	97	95	.	12	0	95	5	0.2
CC(=O)N1CCN(CC(=O)Nc2ccc3c(c2)CCC3)CC1	103	100	99	101	100	.	5	5	99	21	1.4
COc1cccc(-c2nn(C)c3sc(C(=O)N4CCOCC4)cc23)c1	101	97	99	95	95	.	6	7	100	8	1.8
O=C(Nc1ccccc1-c1ccccc1)C(c1ccccc1)c1ccccc1	99	98	94	102	99	-34	11	0	95	6	0.9
c1ccc(-c2cc(CSc3nc4ccccc4[nH]3)on2)cc1	102	104	105	102	100	8	20	3	104	28	0.7
COc1cc(/C=N/NC(=O)c2ccc(CN(C)S(=O)(=O)c3ccc(C)cc3)cc2)ccc1O	97	96	98	99	102	-14	9	1	99	23	-0.2
Cc1ccc(S(=O)(=O)N(CCCO)Cc2cc3c(C)ccc(C)c3[nH]c2=O)cc1	105	104	102	108	101	.	7	1	104	5	0.5
O=[N+]([O-])c1ccccc1CSc1nc2ccccc2o1	101	101	97	103	98	1	4	15	99	20	0.5
O=C(COc1nncc2ccccc12)Nc1c(F)c(F)c(F)c(F)c1F	108	104	101	104	100	7	9	-5	104	-5	-1.9
Cc1ccc(C(=O)N/C(=C\c2ccco2)C(=O)NCCCn2ccnc2)cc1	99	102	104	104	101	22	13	1	99	10	0.6
CCn1cc(C(=O)N2CC=C(c3ccccc3)CC2)c(=O)c2ccc(C)nc21	98	100	97	98	91	.	24	-1	95	5	-0.1
O=C1CCCC(=O)C1Sc1ccc(Cl)cc1	93	97	96	98	99	10	9	0	98	3	-0.1
Cc1ccccc1N1CCN(CCCCN2C(=O)C3CCCN3C2=O)CC1 (stereo not given)	97	97	98	100	99	1	6	1	95	19	1.5
O=C(NCCc1ccc(Cl)cc1)c1ccc2nc[nH]c2c1	98	94	93	97	91	15	17	7	96	8	0.5
Cc1ccc(C(=O)O)cc1S(=O)(=O)NCC1CCCO1 (stereo not given)	103	104	101	108	96	.	11	0	99	6	-0.2
O=C(N/N=C/c1c(F)c(F)c(F)c(F)c1F)c1ccc(Cn2cc(Br)cn2)o1	99	98	105	103	103	-1	3	12	98	25	0.9
Cc1ccc(C(=O)NCCc2n[nH]c(=S)n2C)cc1	100	97	96	96	95	-5	12	-1	95	15	-0.1
C/C(=C/C#N)Nc1ccc(C)cc1	98	96	96	98	96	-26	14	-1	95	-5	0.2
CCn1c(/C=C/c2ccccc2[N+](=O)[O-])nc2ccccc2c1=O	96	95	94	97	95	.	8	34	93	1	3.0
Cc1nn(C)cc1C(=O)Nc1cc(Oc2ccc(Cl)cc2)cc([N+](=O)[O-])c1	94	97	99	98	96	.	7	1	95	14	0.1
COC(=O)c1ccc(NC(=O)C2CCCCC2C(=O)O)cc1 (stereo not given)	105	101	102	103	97	2	26	1	103	-14	0.4
CC1CCCC(NC(=O)COC(=O)c2ccccc2NC(=O)c2ccco2)C1C (stereo not given)	107	107	107	111	102	-3	11	3	101	-5	0.6
O=C(NCCc1cnn(-c2ccccc2)c1)c1cc(COc2c(F)cccc2F)on1	98	95	89	92	89	8	13	4	93	18	0.8
Cc1noc(C)c1S(=O)(=O)N(CCc1ccccc1)Cc1ccccc1	101	104	109	107	99	.	22	3	98	-4	1.8
c1ccc2c(c1)oc1c(Nc3ccc(CN4CCOCC4)cc3)ncnc12	95	98	98	100	100	.	16	5	98	46	1.5
CCn1c(C)nc2cc(S(=O)(=O)C(F)F)ccc21	103	102	104	107	102	-16	26	11	100	-10	1.2
CCCC(O)(c1ccc(Cl)cc1)C(CN1CCOCC1)c1ccccc1 (stereo not given)	102	98	97	103	97	.	6	4	100	12	1.0
C=CCOc1ccccc1/C=N/NC(=O)c1ccc(Cl)cc1Cl	101	102	104	104	100	28	15	22	98	6	0.6
(further entries)
SMILES	Rab7 wt modul	HRas wt GTP bind	Cdc42 wt GTP	Rac1 wt modul	Rac1 mut GTP	Pf gametocyte	Avidin fluor	ABCG2 inh	Rab2 wt GTP	Mcl1 Noxa PPI	ABCB1 inh
COC(=O)[C@H](CCSC)NC(=O)Nc1ccc(OC)cc1	95	98	99	99	98	.	8	4	96	-3	1.2
CC(=O)c1ccc(NC(=O)CSc2nc3nc(C)cc(C)n3n2)cc1	101	99	102	104	102	.	8	13	101	6	1.0
COc1cccc(-c2cc(C(=O)NC3CCCC3)no2)c1	102	100	101	103	100	.	12	9	99	12	-0.2
Cc1ccc(-n2c(SCC(N)=O)nnc2-c2ccccn2)cc1C	99	102	100	101	99	-20	8	2	100	12	0.7
NC(=O)N1CCN(C(=O)c2ccco2)CC1	?	?	?	?	?	.	9	-1	?	9	-0.1
CCOC(=O)N1CCN(C(=O)N2CCOCC2)CC1	102	101	102	99	99	6	11	0	102	-1	0.0
COc1ccccc1CN(Cc1nc2ccccc2c(=O)[nH]1)C(=O)Nc1ccccc1C	99	106	106	102	101	.	12	4	106	13	1.6
Cc1ccc(NC(=O)Cc2c[nH]c3ccccc23)cc1S(=O)(=O)N1CCCCCC1	100	101	97	102	101	-8	15	10	99	5	0.2
Cc1ccc(C)c(NC(=S)NCCN(C2CCCCC2)C2CCCC2)c1	98	98	103	98	96	-11	12	22	100	3	0.1
CC(C)C(c1nnnn1C1CCCC1)N1CCC(C(N)=O)CC1 (stereo not given)	98	99	101	102	101	5	12	2	97	11	0.4
Cc1ccccc1NC(=O)c1ccccc1NC(=O)Cc1cccc2ccccc12	97	95	100	101	98	-1	10	31	98	7	-0.1
COc1ccc(/C=C2\C(=O)N(c3c(Cl)cc(Cl)cc3Cl)N=C2NC(=O)c2cccc([N+](=O)[O-])c2)cc1	90	87	93	88	89	.	8	-11	83	106*	-1.5

Some of these compounds in order of their number in Rac1 mut GTP, low to high:
mol,Rac1 mut GTP
COc1cccc(-c2nn(C)c3sc(C(=O)N4CCOCC4)cc23)c1,95
Cc1nn(C)cc1C(=O)Nc1cc(Oc2ccc(Cl)cc2)cc([N+](=O)[O-])c1,96
c1ccc2c(c1)oc1c(Nc3ccc(CN4CCOCC4)cc3)ncnc12,100

Compound activity from PubChem BioAssay.
